Nrf2 ARE act: activates Nrf2 signaling. AREc32 ARE-luciferase reporter (MCF7-derived line), luminescence, 24 h. Potency, µM (highest dose often 46.1 µM), inactives show at the top dose activation, usual class: activators. 410,000 tested, 0.31% active; note: % of control where 0% means no effect; nearly all actives have a fitted effect of over 65% in size
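Luminescent ARE reporter assay in AREc32_Fluc cells: overnight plating at 37 deg C, 24 hr compound incubation, Steady-Glo added, 30 min RT before reading.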
ATXN viability: cell viability loss in ATXN counter-screen; S2 cells (HEK-293 line with an ATXN2-luciferase reporter) viability, CellTiter-Fluor protease fluorescence, 24 h; Potency, µM (highest dose often 56.7 µM), usual class: cytotoxic; 400,000 tested, 0.49% active; AID 651635; note: nearly all actives have a fitted effect of over 40% in size
ATXN2 expr inh: reduces ATXN2 reporter expression in HEK-293 cells; AID 1745845; 360,000 tested, 0.72% active; Potency, µM (doses to about 57 µM), inactives show top-dose activity change, negative = inhibition, most hits filed as inhibitors; HEK-293 ATXN2-luciferase reporter, luminescence, 24 h; note: % is set by controls: 0 for no effect and ±100 for the full control effect; nearly all actives have a fitted effect of over 55% in size
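qHTS (up to 57 uM final) was run with 24 h compound exposure of reporter cells at 37 °C. Each well was multiplexed: SteadyGlo luminescence measured ATXN2-luciferase expression after a fluorogenic Gly-Phe-AFC viability readout (25 uM final).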
HepG2 viability: counter-screen for TGF-b inhibitors: cytotoxicity in HepG2 cells; HepG2 CAGA-GFP viability, ATP luminescence, 18 h; Potency, µM (titrated, usually from 46.1 µM), inactives show top-dose activity change, negative = cytotoxicity, most hits filed as cytotoxic; 410,000 tested, 0.76% active; note: some results filed as inactive show a strong effect at the top dose
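HepG2 CAGA-GFP cells (1000/well, DMEM with 1% FBS) received compound, then TGF-beta at 500 pg/mL final, and were incubated 18 hours at 37 degrees C. Viability was read by CellTiter-Glo luminescence. Media-only wells were set as complete cell-killing and DMSO as no toxicity.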
TGFb SMAD3 inh: blocks TGF-b signaling; HepG2 CAGA-GFP TGF-b/SMAD3 reporter, GFP fluorescence, 18 h; TGF-beta stimulated, 500 pg/mL final; Potency, µM (highest dose often 46.1 µM), without a hit: top-dose activity, negative = inhibition, actives largely listed as inhibitors; 410,000 tested, 1.2% active; AID 588855; note: % is set by controls: 0 for no effect and ±100 for the full control effect; nearly all actives have a fitted effect of over 65% in size
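GFP signal (ex488/em500-530) from TGF-beta-stimulated HEPG2 CAGA-GFP cells, 500 pg/mL final, 18 h at 37 degrees C in DMEM plus 1% FBS, normalized to unstimulated and DMSO-stimulated controls.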
Nrf2 inh: inhibitors of Nrf2 signaling; A549 ARE-Fluc reporter, luciferase luminescence, 18-24 h; Potency, µM (titrated, usually from 46 µM), without a hit: at the highest dose activity change, negative = inhibition, usual class: inhibitors; 360,000 tested, 2.1% active; AID 504444; note: % is set by controls: 0 for no effect and ±100 for the full control effect; nearly all actives have a fitted effect of over 60% in size
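A549 ARE_Fluc cells, 5000/well, 5% FBS OPTI-MEM; compounds in dose-response, 18-24 h at 37 °C/5% CO2; CellTiter-Fluor viability read (Ex 405/Em 525), then BugLite luciferase luminescence = Nrf2 activity.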
MCF10A rerep: inducers of DNA re-replication in MCF 10A breast cells; MCF 10A DNA re-replication, Hoechst nuclear intensity, 48 h; Potency, µM (doses to about 46.1 µM), inactives show top-dose activity, positive = re-replication, hits mostly activators; 350,000 tested, 2.9% active; note: % of control where 0% means no effect; nearly all actives have a fitted effect of over 50% in size
EPAC2 antagonist: EPAC2 (human) antagonism. Potency, µM (titrated, usually from 114 µM), for the others: at the highest dose activity, negative = inhibition, most hits filed as inhibitors. 360,000 tested, 0.18% active. AID 720708. EPAC2 GEF exchange of Rap1B-BODIPY-GDP, fluorescence; note: % is set by controls: 0 for no effect and ±100 for the full control effect; nearly all actives have a fitted effect of over 45% in size; many of its hits are not listed in these tables
Target sequence (Q8WZA2 whole entry, looked up): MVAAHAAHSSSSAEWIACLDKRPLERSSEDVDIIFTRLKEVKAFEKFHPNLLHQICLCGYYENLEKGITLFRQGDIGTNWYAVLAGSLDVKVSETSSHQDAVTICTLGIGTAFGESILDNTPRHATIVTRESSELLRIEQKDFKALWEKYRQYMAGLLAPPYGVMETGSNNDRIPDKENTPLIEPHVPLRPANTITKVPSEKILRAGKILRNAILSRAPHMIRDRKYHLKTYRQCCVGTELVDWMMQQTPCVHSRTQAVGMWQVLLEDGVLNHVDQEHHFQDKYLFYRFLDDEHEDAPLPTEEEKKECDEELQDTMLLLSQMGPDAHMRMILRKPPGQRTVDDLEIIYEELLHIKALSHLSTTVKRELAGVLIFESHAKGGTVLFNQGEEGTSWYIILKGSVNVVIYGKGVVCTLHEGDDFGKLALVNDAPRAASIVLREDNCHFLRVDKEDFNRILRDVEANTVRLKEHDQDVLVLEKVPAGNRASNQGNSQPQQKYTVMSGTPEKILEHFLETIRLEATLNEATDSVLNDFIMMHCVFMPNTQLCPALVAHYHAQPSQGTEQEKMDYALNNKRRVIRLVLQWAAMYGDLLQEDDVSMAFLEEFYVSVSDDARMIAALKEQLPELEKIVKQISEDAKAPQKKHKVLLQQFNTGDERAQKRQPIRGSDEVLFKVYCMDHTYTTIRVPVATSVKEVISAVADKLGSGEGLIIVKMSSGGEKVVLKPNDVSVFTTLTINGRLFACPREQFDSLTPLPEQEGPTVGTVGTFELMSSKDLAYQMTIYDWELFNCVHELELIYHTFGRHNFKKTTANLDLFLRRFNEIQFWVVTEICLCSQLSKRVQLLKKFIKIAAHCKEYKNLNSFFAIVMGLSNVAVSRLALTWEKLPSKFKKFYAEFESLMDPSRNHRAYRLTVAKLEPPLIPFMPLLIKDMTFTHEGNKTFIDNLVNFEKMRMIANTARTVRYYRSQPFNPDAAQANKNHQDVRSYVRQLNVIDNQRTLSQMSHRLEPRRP
A549 tox: counter-screen for Nrf2 inhibitors: cytotoxicity in A549 cells | Potency, µM (titrated, usually from 46 µM), for inactives: at the top dose activity change, negative = cytotoxicity, hits mostly inhibitors | AID 504648 | 390,000 tested, 0.16% active | A549 ARE-Fluc cells, CellTiter-Fluor viability, 18-24 h; note: % is set by controls: 0 for no effect and ±100 for the full control effect
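A549 ARE_Fluc cells in 5% FBS OPTI-MEM were exposed to compounds in concentration-response for 18-24 h at 37 deg C. Viability was read by CellTiter-Fluor fluorescence (Ex 405/Em 525) after 30 min, before the luciferase read.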
Starred values were filed as active, the others as inactive; i = inactive; ? = inconclusive; . = not tested or not shown; & = joins results of further samples; [ ] = another dose, or the depositor's remark. Calls come from the whole dose curve; as a rule, active = well fitted curve in the direction sought with a large enough effect; inconclusive = small, poorly fitted or top-dose-only effect, or another doubt; inactive = no such curve, though single readings can be large; an effect the other way counts as inactive or inconclusive. Potency is the fitted concentration of half-maximal effect. The list is partial (hit frequency here may not be typical).

SMILES | Nrf2 ARE act | ATXN viability | ATXN2 expr inh | HepG2 viability | TGFb SMAD3 inh | Nrf2 inh | MCF10A rerep | EPAC2 antagonist | A549 tox
CCOC(=O)C1CCCN(S(=O)(=O)c2cc(-c3onc(C)c3C)ccc2OC)C1 (configuration not stated) | 0.4% | . | . | 0% | -1% | -12% | . | . | -3%
COc1ccc(-c2ccc(CN3C(C(C)C)C(=O)N(Cc4cn(Cc5ccco5)nn4)CCS3(=O)=O)cc2)cc1 (configuration not stated) | 2.3% | ? | -5% | -33% | ? | . | . | -3% | .
CCOC(=O)N1CCN(C(=O)c2ccc(CS(=O)(=O)c3ccc(OC)cc3)o2)CC1 | -0.5% | i | -1% | 7% | 2% | -15% | 4% | -5% | 1%
Cc1cc(N2CCN(C)CC2)nc2ccc(NC(=O)c3cccnc3Cl)cc12 | 2.7% | i | 73%[activator] | -2% | 2% | 15% | -3% | 9% | -18%
Cc1ccc(Oc2c(F)c(F)nc(N3CCCC3)c2F)cc1 | 0.2% | ? | -31% | 17% | 10% | -11% | 10% | 5% | 3%
NC(=O)C1CCN(C(=O)c2cccc(CN3C(=O)c4ccccc4C3=O)c2)CC1 | 0.1% | i | -4% | -3% | -3% | -2% | -3% | 5% | 4%
CC1CCN(S(=O)(=O)c2cccc(C(=O)Nc3ccccc3)c2)CC1 | 2.8% | i | -14% | -6% | -23% | ? | 14% | -24% | 1%
CC(C)c1cc(C(C)C)n2nc(N)nc2n1 | -0.2% | i | . | 0% | ? | -5% | -4% | -3% | 1%
COc1ccc(/C=C(\NC(=O)/C=C/c2ccco2)C(=O)NCCc2nc3ccccc3[nH]2)cc1 | 4.9% | i | -3% | -26% | 0% | 1% | 2% | 3% | 8%
Nc1nc(NCCc2ccccc2)c2[nH]cnc2n1 | . | . | . | -37%&1% | 1%&22% | ? | . | . | 11%&11%
CN(C(=O)COC(=O)c1ccc2ccccc2n1)c1ccccc1 | 0.3% | i | 9% | -9% | 22% | ? | 0% | 23% | 8%
CC(C)(C)C(=O)CSc1nc2ccccc2o1 | 5.9% | i | 40%[activator] | -15% | -19% | ? | 5% | -5% | 8%
COc1cccc(C2(c3cccc(OC)c3)CC2C(=O)Nc2ccc(F)cc2)c1 (configuration not stated) | -0.8% | i | -7% | 3% | 1% | 3% | 7% | 13% | -1%
O=C(c1cc(Cl)nc2ccccc12)N(Cc1nnc(-c2ccccc2Cl)o1)C1CC1 | 3.0% | i | -7% | -28% | -2% | -10% | 19% | -5% | -3%
CN1CCN(C2CC(=O)N(Cc3ccc(N4CCCC4=O)cc3)C2=O)CC1 (configuration not stated) | -0.6% | . | . | 1% | 0% | 5% | 1% | 5% | -3%
CN(C)c1nc(SCc2ccccc2Cl)nc2c1CCCC2 | 0.5% | i | -4% | -14% | -1% | 4% | ? | -15% | 15%
Cc1ccc(O)c(C2=Nc3ccccc3N=C(c3ccco3)C2)c1 | 1.9% | i | -6% | -33% | 7% | -20% | ? | 12%[57.1 µM] | 4%
CC(=O)CCc1oc2ccc([N+](=O)[O-])cc2c1-c1ccc(C)o1 | 3.4% | i | ? | 1% | -6% | 7% | -11% | -13% | 2%
COc1ccc2c(c1)[C@H]1[C@H](CO2)[C@H](c2ccccc2)[C@]2(C)C(=O)Nc3cc(Cl)ccc3C(=O)N12 | 4.9% | i | 11% | -15% | 0% | ? | 16µM* | 8% | -1%
CCN1CCN(c2nc(N)c([N+](=O)[O-])c(Nc3cccc(C)c3)n2)CC1 | 0.4% | ? | -14% | -1% | ? | 5% | 11% | -12% | -7%
CCN(C(=O)CSc1ncn[nH]1)c1cccc2ccccc12 | -1.1% | i | 3% | -4% | ? | 12% | 1% | 31%[activator] | 9%
COc1cc([N+](=O)[O-])cc(/C=N/NC(=O)C(O)(c2ccccc2)c2ccccc2)c1O | 0.1%[9.22 µM] | i | -24% | -24% | -18% | -23% | ? | -1% | -11%
N#CC1=C(SCc2ccccc2)NC(=O)C(C#N)C12CCCC2 (configuration not stated) | 1.2% | i | 2% | -12% | -14% | . | 9% | 2% | -1%
C#CCn1cc(/C=N/NC(=O)c2cc3ccccc3o2)c2ccccc21 | 2.6% | i | 34% | -20% | 7% | -5% | ? | -9% | -14%
CCCCC(=O)Nc1ccc2c(c1)nc1n2CCN(CCOC)C1 | -0.7% | i | . | 0% | -1% | 14% | -3% | -1% | 1%
Cn1cc(Cl)c(C(=O)NNC(=S)Nc2cccc(Cl)c2)n1 | 4.6% | i | . | -24% | -1% | ? | 2% | ? | 4%
Cc1ccc(CNC(=O)c2sc3ncnc(N(C)C4CCCCC4)c3c2C)cc1 | -0.2% | i | -15% | -9% | ? | . | . | . | -7%
Cc1ccc2ncc(S(=O)(=O)c3ccccc3)c(N3CCCCC3C)c2c1 (configuration not stated) | 7.0%&-0.1% | i | ? | 1%&-18% | ? | ? | 18% | ? | 0%&2%
O=C1CCC(C(=O)Nc2cccc(S(=O)(=O)N3CCOCC3)c2)N1 (configuration not stated) | 1.8% | i | 11% | -6% | -7% | 1% | ? | 4% | 0%
COc1ccc(C(=O)N2CCN(c3ccc([N+](=O)[O-])c(NCCc4ccc(OC)c(OC)c4)c3)CC2)cc1 | 3.0% | i | -31% | -35% | ? | 2.9µM* | 17% | 15% | ?
Cc1ccc(O)c(NC(=O)c2ccccc2-c2ccccc2C(=O)O)c1 | 0.2% | i | -4% | -13% | 6% | -5% | 3% | 0% | 7%
O=C(CC(=O)Nc1ccc(F)cc1)Nc1ccc(F)cc1 | 0.9% | i | -16% | 11% | 4% | 1% | -1% | 8% | -4%
CN(C)c1ccc(N=Cc2nc(-c3ccccc3)oc2OC(=O)c2cccc(Cl)c2)cc1 | 5.0% | i | 67%[activator] | -19% | 7% | ? | -1% | 0% | 2%
Cc1onc(-c2ccccc2Cl)c1C(=O)N1CCCCCC1 | -0.6% | i | -19% | 16% | 12% | 4% | 0% | -9% | -7%
O=C(c1nnc(-c2ccccc2)o1)C1CC1 | 1.9% | i | -7% | -3% | 5% | 1% | -20% | 4% | -1%
COc1ccc(OC)c(NC(=O)Nc2cnccn2)c1 | 4.0% | i | 13% | -6% | -1% | -2% | 2% | 1% | -1%
O=C(COC(=O)CCC1CCCC1)NCc1ccc(Cl)cc1 | -0.1% | i | 2% | 1% | -21% | 1% | 3% | -3% | -5%
Cc1ccc2cc(CN(C(=O)c3cccs3)c3ccccc3)c(=O)[nH]c2c1 | 0.1% | i | 0% | 0% | -1% | 4% | ? | 14% | 4%
COc1ccc(CC(=O)N(C)CC(=O)Nc2ccccc2C(F)(F)F)cc1S(=O)(=O)N1CCOCC1 | 0.1% | i | 4% | -5% | -2% | 11% | 4% | 2% | 9%
O=C(CCNC(=O)C1CCN(S(=O)(=O)c2ccccc2)CC1)NCc1ccc(Cl)cc1Cl | 4.0% | i | . | -14% | ? | -1% | -4% | 12% | 2%
Cc1ccc(C(=O)CSc2nnc(-c3ccccc3N)n2C)cc1C | 2.7% | i | 22% | -12% | -4% | 7% | 1% | 4% | -2%
COc1ccc(C(=O)C(Sc2nnc(C)c(=O)[nH]2)c2ccc(OC)cc2)cc1 (configuration not stated) | -1.2% | i | -5% | -1% | 1% | 16% | -5% | -8% | -1%
O=c1c2ccccc2oc2nc(C3CCCCC3)n(Cc3ccco3)c(=O)c12 | 0.5% | i | -17% | -12% | 1% | -7% | 5% | 1% | -14%
O=S(=O)(c1ccc(F)cc1)N1CCN(c2nc(-c3ccccc3)nc3cc(Cl)ccc23)CC1 | . | . | . | -9% | 1% | 11% | . | . | -3%
CCC(=O)c1ccc(OCC(=O)Nc2ccc(N3CCOCC3)cc2N2CCOCC2)cc1 | 0.0% | i | 4% | 5% | 1% | -13% | 1% | -5% | 3%

Given with two lines to a compound: ten of the compounds above.
Second line of a record: Nrf2 ARE act, ATXN viability, ATXN2 expr inh, HepG2 viability, TGFb SMAD3 inh, Nrf2 inh, MCF10A rerep, EPAC2 antagonist, A549 tox
COc1ccc(OC)c(NC(=O)Nc2cnccn2)c1
    4.0%, i, 13%, -6%, -1%, -2%, 2%, 1%, -1%
O=C(COC(=O)CCC1CCCC1)NCc1ccc(Cl)cc1
    -0.1%, i, 2%, 1%, -21%, 1%, 3%, -3%, -5%
Cc1ccc2cc(CN(C(=O)c3cccs3)c3ccccc3)c(=O)[nH]c2c1
    0.1%, i, 0%, 0%, -1%, 4%, ?, 14%, 4%
COc1ccc(CC(=O)N(C)CC(=O)Nc2ccccc2C(F)(F)F)cc1S(=O)(=O)N1CCOCC1
    0.1%, i, 4%, -5%, -2%, 11%, 4%, 2%, 9%
O=C(CCNC(=O)C1CCN(S(=O)(=O)c2ccccc2)CC1)NCc1ccc(Cl)cc1Cl
    4.0%, i, ., -14%, ?, -1%, -4%, 12%, 2%
Cc1ccc(C(=O)CSc2nnc(-c3ccccc3N)n2C)cc1C
    2.7%, i, 22%, -12%, -4%, 7%, 1%, 4%, -2%
COc1ccc(C(=O)C(Sc2nnc(C)c(=O)[nH]2)c2ccc(OC)cc2)cc1 (configuration not stated)
    -1.2%, i, -5%, -1%, 1%, 16%, -5%, -8%, -1%
O=c1c2ccccc2oc2nc(C3CCCCC3)n(Cc3ccco3)c(=O)c12
    0.5%, i, -17%, -12%, 1%, -7%, 5%, 1%, -14%
O=S(=O)(c1ccc(F)cc1)N1CCN(c2nc(-c3ccccc3)nc3cc(Cl)ccc23)CC1
    ., ., ., -9%, 1%, 11%, ., ., -3%
CCC(=O)c1ccc(OCC(=O)Nc2ccc(N3CCOCC3)cc2N2CCOCC2)cc1
    0.0%, i, 4%, 5%, 1%, -13%, 1%, -5%, 3%

Screening results (PubChem BioAssay)
